DAGLB inhibitor = blocks human DAGLB lipase activity | Q8NCG7 | HEK293T DAGLB membrane lysate, EnzChek fluorogenic substrate | inhibition, % at 5.17 µM | 340,000 compounds, 0.059% hits | AID 504411; in the data active = inhibition above about 34%;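 also: 0% = enzyme with vehicle and 100% = wells lacking enzyme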
Target sequence (Q8NCG7 whole entry, looked up): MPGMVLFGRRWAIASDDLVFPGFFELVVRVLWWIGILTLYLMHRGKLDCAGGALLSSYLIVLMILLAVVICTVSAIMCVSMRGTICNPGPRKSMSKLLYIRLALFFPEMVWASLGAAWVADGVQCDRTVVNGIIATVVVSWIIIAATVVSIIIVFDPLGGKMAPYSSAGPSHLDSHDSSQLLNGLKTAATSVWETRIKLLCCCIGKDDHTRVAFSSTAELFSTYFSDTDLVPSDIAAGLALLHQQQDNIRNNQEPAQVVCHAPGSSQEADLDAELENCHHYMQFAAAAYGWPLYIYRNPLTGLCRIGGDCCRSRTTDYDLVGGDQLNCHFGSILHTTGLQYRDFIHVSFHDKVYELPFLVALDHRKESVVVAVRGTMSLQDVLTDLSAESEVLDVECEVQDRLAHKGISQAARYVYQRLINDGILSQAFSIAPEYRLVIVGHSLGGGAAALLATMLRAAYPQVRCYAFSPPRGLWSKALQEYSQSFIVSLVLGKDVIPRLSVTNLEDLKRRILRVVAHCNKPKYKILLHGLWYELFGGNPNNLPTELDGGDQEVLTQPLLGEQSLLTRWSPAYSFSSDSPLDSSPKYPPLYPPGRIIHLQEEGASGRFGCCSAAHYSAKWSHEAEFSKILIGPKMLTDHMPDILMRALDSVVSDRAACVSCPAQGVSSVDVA
HTR5A inv ctr = counter-screen for OPRM1-OPRD1 inverse agonists: human HTR5A inverse agonism; HTR5A cell line, luminescence; P47898; 340,000 compounds, 0.083% hits; inhibition, % at 9.3 µM; in the data active = inhibition mostly above about 23%, no sharp cut-off; inactive = mostly below about 18%;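 also: 0% = cells with DMSO and 100% = no-cell wells with DMSO; some compounds called inactive have numbers as strong as hits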
Pemphigus Ab inh = blocks pemphigus antibody binding to human desmoglein-3; binding (percent of control), % at 10 µM; P32926; AID 588358; DSG3-coupled beads, scFv-anti-DSG3-GFP binding, flow cytometry; active compounds read low; 310,000 compounds, 0.48% hits;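 active = binding more than 3 SD below its plate's average and above zero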;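 also: hits lower antibody fragment binding to DSG3; some compounds called inactive have numbers as strong as hits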
V-ATPase pH = regulators of yeast V-ATPase proton transport; S. cerevisiae, pHLuorin cytosolic pH fluorescence; response, % at 10 µM; 350,000 compounds, 0.37% hits; AID 504577; in the data active = response mostly above about 7.3%, no sharp cut-off; inactive = mostly below about 5.4%; also: actives read high; inactives centre near 0; some compounds called inactive have numbers as strong as hits; reference of the scale not given here
Arrestin-AP2 inh = blocks beta-arrestin peptide binding to AP2 adaptin; FITC-arrestin peptide / GST-AP2 beads, flow cytometry; AP2 beta2 appendage carries R879A mutation; inhibition, % at 10 µM; 340,000 compounds, 0.31% hits; AID 504490;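 active = inhibition above a set limit, near 3 SD of compounds lacking own fluorescence, cut at about 54% in these data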;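 also: plate controls were DMSO wells for no effect and 5 µM unlabelled arrestin peptide for full effect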
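Material – GST-tagged AP2 beta2-adaptin appendage (R879A) on 4 µm glutathione beads · Probe or stimulus – fluorescein-tagged arrestin peptide at 50 nM final · Timing – 12 min plus 1 h, RT · Detection – bead flow cytometry, FITC channel · Read-out basis – inhibition as reduced fluorescein signal on beads, percent · Medium – PBS plus Tween 20 (0.05%) and BSA (0.1%)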
OPRM1-OPRD1 inv = inverse agonist of human OPRM1-OPRD1 heterodimerization; cell-based MOR-DOR heterodimer luminescence, inverse agonism; inhibition, % at 9.3 µM; 340,000 compounds, 0.21% hits; AID 504357; in the data active = inhibition above about 22%, passing the limit was not always enough;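 also: 0% = cells with DMSO and 100% = wells without cells with DMSO; values of inactives mirror those of a sister screen read the other way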
HTR5A ag = HTR5A agonism, opioid heterodimer counter-screen; AID 504692; 340,000 compounds, 0.61% hits; HTR5A agonist assay, luminescence, cell-based; activation, % at 9.3 µM; P47898; in the data active = activation mostly above about 9.5%, no sharp cut-off; inactive = mostly below about 7.6%;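 also: 0% = cells with vehicle only and 100% = reference agonist; strong numbers were not always called active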
PKA-R1A act = activates the PKA-R1A holoenzyme complex; P00514+P68181; PKA-R1A dissociation, Cy5-IP20 fluorescence polarization; scaled: DMSO 0%, 113 µM cGMP 100%; activation, % at 11.4 µM; 340,000 compounds, 0.083% hits; AID 504707;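 active = percent activation above the mean of all tested compounds plus 3 SD, cut at about 19% in these data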;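 also: higher means more PKAc released from R1A so a rise in polarization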
OPRM1-OPRD1 ag = OPRM1-OPRD1 heterodimerization agonism. P35372+P41143. cells, luminescence. activation, % at 9.3 µM. 340,000 compounds, 0.3% hits; in the data active = activation above about 18%;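 also: 0% = vehicle-treated cells and 100% = reference agonist; values of inactives mirror those of a sister screen read the other way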
PKA-R2B activ = PKA-R2B complex activation. P22694+P31323. PKA-R2B holoenzyme dissociation, Cy5-IP20 fluorescence polarization; R2B truncated from residue 108, S112A mutant; 0% DMSO only, 100% 113 µM cGMP. activation, % at 11.4 µM. 340,000 compounds, 0.079% hits;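 active = activation above a cutoff set at the mean over all compounds plus 3 SD, cut at about 18% in these data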;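 also: higher means more holoenzyme dissociation and a rise in polarization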
Target sequence (P31323 whole entry, looked up, other chains not shown, the tested form may be a part): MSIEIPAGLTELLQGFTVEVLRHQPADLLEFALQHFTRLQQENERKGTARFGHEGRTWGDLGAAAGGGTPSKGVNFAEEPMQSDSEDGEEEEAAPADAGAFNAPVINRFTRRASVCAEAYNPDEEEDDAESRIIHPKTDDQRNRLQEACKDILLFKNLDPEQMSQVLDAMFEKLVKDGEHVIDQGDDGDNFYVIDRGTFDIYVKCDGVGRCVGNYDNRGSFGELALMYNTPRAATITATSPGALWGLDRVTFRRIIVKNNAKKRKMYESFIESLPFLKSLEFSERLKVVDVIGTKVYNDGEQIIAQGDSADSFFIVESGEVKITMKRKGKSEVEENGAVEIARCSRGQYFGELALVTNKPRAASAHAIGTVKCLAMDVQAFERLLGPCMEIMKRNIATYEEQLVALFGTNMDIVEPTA
* hit, by the source's call; / = no result given.

Structure	DAGLB inhibitor	HTR5A inv ctr	Pemphigus Ab inh	V-ATPase pH	Arrestin-AP2 inh	OPRM1-OPRD1 inv	HTR5A ag	PKA-R1A act	OPRM1-OPRD1 ag	PKA-R2B activ
CCCOC(=O)CSC1=C(C#N)C(c2ccccc2OC)C(C#N)C(=O)N1 (stereo not drawn)	0	-5	93	3	16	6	1	-1	-1.1	6
Cc1noc(C)c1-c1nc(CS(=O)(=O)c2ccc(Cl)cc2)no1	-1	17	108	2	-6	16	-3	-5	-3.3	-6
O=C(NC(=S)Nc1ccc(Br)cc1F)C1CCCCC1	-8	-5	87	4	29	-4	1	3	0.8	-1
COc1ccc(CNC(=O)[C@@H](NC(=O)C2CCN(C(=O)[C@@H](N)CC(C)C)CC2)C(C)C)cc1	1	3	103	1	-1	12	4	3	-2.3	0
CN(C)/C=N/c1c(C#N)cnn1-c1ncnc2sc(-c3ccccc3)cc12	-12	-5	103	-1	4	-12	5	-2	2.1	5
O=C(c1cnn(-c2ccccc2)c1)c1cc(Br)ccc1O	-10	-1	111	-1	-5	-12	5	3	3.0	10
Cc1ccc(S(=O)(=O)Nc2ccc3ncccc3c2[N+](=O)[O-])cc1	7	5	/	1	7	17	-1	-3	-3.5	4
CC(C)Sc1nc2c([nH]1)c(=N)ncn2Cc1ccccc1	2	-1	91	0	-36	12	-1	-1	-2.4	-10
COc1ccc(CNc2ccc(C)cc2)cc1Br	-1	-6	/	0	-16	11	-3	-3	-1.8	-7
CCN(CC)S(=O)(=O)c1cccc(-c2n[nH]c(=S)n2CC(C)C)c1	2	18	104	0	-21	6	4	-2	-1.2	-5
O=C(NCCN1CCCC(O)C1)c1cc(COc2c(F)cccc2F)on1 (stereo not drawn)	-1	-3	107	-4	3	7	1	-10	-1.3	2
O=C1C(C=NCCN2CCOCC2)=C(O)c2ccccc21	0	0	105	0	1	7	0	-2	-1.4	-11
O=C(COC(=O)/C=C/c1ccccc1[N+](=O)[O-])NNC(=O)c1ccc(F)cc1	0	15	106	0	-6	11	-6	-1	-1.6	-12
COc1ccc(C(=O)NCC(=O)NCC(=O)OCC(=O)c2ccc(C)cc2)cc1	3	8	106	-2	-8	7	3	-5	-1.4	0
COCCCNCCOCCOc1ccc(C)cc1[N+](=O)[O-]	-2	-30	/	4	10	9	10	10	-1.8	6
O=C(CN(c1ccc(F)cc1)S(=O)(=O)c1ccccc1)Nc1ccccc1C(=O)O	5	-2	94	-1	5	10	1	0	-1.7	2
CC(NC(=O)c1cccc(S(=O)(=O)N2CCc3ccccc3C2)c1)c1ccco1 (stereo not drawn)	-2	-12	103	0	-12	7	7	0	-1.7	-7
CC(=O)N(c1cccc(C)c1)C1SC(=O)N(c2ccccc2)C1=O (stereo not drawn)	0	3	/	-5	-4	8	-2	-1	-1.7	-3
C=CCN(CC=C)C(=O)CN1C(=O)NC(C)(c2ccc3cc(OC)ccc3c2)C1=O (stereo not drawn)	-1	-3	98	2	-19	13	1	-4	-2.8	-6
COc1ccccc1NC(=S)NCc1ccc(F)cc1	-1	-26	105	0	10	11	1	-1	-2.2	-11
O=C(COC(=O)C1=COCCO1)Nc1ccc([N+](=O)[O-])cc1C(F)(F)F	-3	6	96	-2	31	6	-3	-7	-1.6	3
Cc1c(C(=O)N2CC3(CC(c4cccc(NC(=O)[C@H]5CCC(=O)N5)c4)=NO3)C[C@@H]2C(N)=O)cc([N+](=O)[O-])cc1[N+](=O)[O-] (stereo partly drawn)	2	11	101	-2	-2	-16	-4	-7	3.0	1
Cc1cccc(-c2nc(Nc3ccc(N4CCOCC4)cc3)c3ccccc3n2)c1	4	-20	100	-5	5	-1	6	-16	0.2	1
O=C(CNC(=O)c1ccccc1Br)N/N=C/c1ccccc1O	0	-9	110	0	-9	15	3	-15	-2.9	0
Cc1cccc(N2CC(C)Cn3c2nc2c3c(=O)[nH]c(=O)n2C)c1 (stereo not drawn)	0	13	101	-1	11	18	-4	-10	-3.6	-9

Single records, as listed above:
Record of COCCCNCCOCCOc1ccc(C)cc1[N+](=O)[O-] = DAGLB inhibitor = -2; HTR5A inv ctr = -30; Pemphigus Ab inh = /; V-ATPase pH = 4; Arrestin-AP2 inh = 10; OPRM1-OPRD1 inv = 9; HTR5A ag = 10; PKA-R1A act = 10; OPRM1-OPRD1 ag = -1.8; PKA-R2B activ = 6
Record of COc1ccc(CNc2ccc(C)cc2)cc1Br = DAGLB inhibitor = -1; HTR5A inv ctr = -6; Pemphigus Ab inh = /; V-ATPase pH = 0; Arrestin-AP2 inh = -16; OPRM1-OPRD1 inv = 11; HTR5A ag = -3; PKA-R1A act = -3; OPRM1-OPRD1 ag = -1.8; PKA-R2B activ = -7

More records follow:
Structure	DAGLB inhibitor	HTR5A inv ctr	Pemphigus Ab inh	V-ATPase pH	Arrestin-AP2 inh	OPRM1-OPRD1 inv	HTR5A ag	PKA-R1A act	OPRM1-OPRD1 ag	PKA-R2B activ
COc1ccc(NC(=O)CSc2nc3n[nH]c(C)c3c(=N)n2-c2ccc(Cl)c(C)c2)cc1OC	2	6	106	-2	-12	-3	1	-6	0.5	-5
CN(C)S(=O)(=O)c1ccc2c(c1)C(=O)c1cc(S(=O)(=O)N(C)C)ccc1CC2	2	-12	100	-3	4	4	5	7	-0.7	0
CCOc1ccccc1Nc1nnc(SCC(=O)NC(=O)c2cccn2C)s1	5	-6	89	7	-2	19	5	5	-3.8	1
CC(Sc1nc(N2CCOCC2)nc(N2CCOCC2)n1)C(=O)Nc1ccccc1 (stereo not drawn)	-2	-3	101	3	17	-1	6	-3	0.2	-5
Cc1nc(SCc2ccc(Cl)cc2)ncc1C(=O)O	7	-6	104	-2	-6	13	2	-1	-2.5	5
O=C(COC(=O)c1ccc2ncsc2c1)Nc1cc([N+](=O)[O-])ccc1Cl	-3	-38	101	1	25	-46	14	3	11	-6
O=C(CCCN1C(=O)c2ccccc2C1=O)N1CCC(c2ccccc2)C1 (stereo not drawn)	-2	-27	98	-1	3	14	7	2	-3.1	-4
COC(=O)[C@@H](NC(=O)NCc1ccccc1F)C(C)C	-3	-9	105	-3	22	6	4	1	-1.0	-9
CC(C#N)Sc1ncnc2sc(-c3ccccc3)cc12 (stereo not drawn)	-8	0	/	-1	7	-16	0	-9	2.1	-7
Cc1ccc(OCCNC(=O)c2cccc(S(=O)(=O)N3CCN(C)CC3)c2)cc1	-1	-13	101	2	-1	8	5	-3	-1.9	0
O=C(COc1ccc(Br)cc1Br)NNC(=O)c1cccs1	-4	-10	120	1	25	-21	3	-2	2.6	5
Cc1ccc(NCN2C(=O)C3C4C=CC(C4)C3C2=O)cc1 (stereo not drawn)	0	1	106	0	-8	6	-1	-2	-1.4	3
CC(C)(C)c1[nH]nc2c1C(c1ccccc1OC(=O)N1CCOCC1)C(C#N)=C(N)O2 (stereo not drawn)	1	-15	108	3	5	15	0	-4	-2.7	3
Cc1cc(C)nc(N2CCCC(C(=O)NCC(c3ccccc3)c3ccccc3)C2)n1 (stereo not drawn)	-8	0	/	0	-10	3	-1	2	-0.6	-3
CN=c1scc(-c2cccs2)n1/N=C/c1ccccc1O	-19	-10	99	0	-2	-25	2	-10	4.8	0
O=C(CCC1CCCN(C(=O)Cc2cccc(F)c2)C1)N1CCN(c2ccccn2)CC1 (stereo not drawn)	0	-13	106	2	32	4	5	7	-0.8	-4
CNc1nc(Nc2ccc([N+](=O)[O-])cc2)nc(OCC(F)(F)F)n1	0	-7	98	2	-4	-6	0	-6	1.2	0
COc1ccccc1/C=C/C(=O)c1ccccc1	-5	-9	101	-2	12	2	2	-2	-0.4	-3
COc1ccccc1NC(=O)c1cc2c(CO)cnc(C)c2oc1=Nc1ccccc1	-1	8	101	-3	33	12	-2	4	-2.4	6
Cn1c(-c2ccc3c(c2)OCO3)cnc1NCc1cccc(Cl)c1	2	6	104	4	-10	6	-4	6	-1.2	-10
C/C(=N\NC(=O)c1nn(C)cc1Br)c1cccc(NC(=O)C(C)(C)C)c1	2	2	93	1	2	4	-1	0	-0.8	-11
CCCC(=O)Nc1nc2n(n1)C(c1ccccc1)CC(=O)N2 (stereo not drawn)	-2	10	99	1	18	7	4	-3	-1.5	-6
Cc1cc(C)c(S(=O)(=O)c2ccccc2)c(Cl)n1	0	14	105	-1	-6	6	-6	0	-1.3	-6
COc1ccc2nc(SCc3cnc(C)nc3N)[nH]c2c1	1	-33	109	0	33	14	13	3	-2.5	6
COc1ccc(C(c2nnnn2C(C)C)N2CCN(C(=O)c3ccco3)CC2)cc1 (stereo not drawn)	-2	-2	107	-1	7	-11	1	-9	1.3	-4

The results go on.
Structure	DAGLB inhibitor	HTR5A inv ctr	Pemphigus Ab inh	V-ATPase pH	Arrestin-AP2 inh	OPRM1-OPRD1 inv	HTR5A ag	PKA-R1A act	OPRM1-OPRD1 ag	PKA-R2B activ
CC1CCN(C(=O)Cn2c(=O)oc3ccccc32)CC1	-2	5	115	2	-5	6	3	-6	-1.5	1
CCOC(=O)c1ccc(N(CC(=O)NC2CCCCC2)C(=O)CNC(=O)c2ccco2)cc1	-1	-6	112	0	-2	22	2	-1	-4.2	-11
Cc1ccc(N=C(c2cccs2)N2CCOCC2)cc1	-2	-29	/	-4	2	8	-1	2	-1.6	7
Cc1nc2cc3ccccc3cc2c(=O)[nH]1	2	4	104	-1	4	-5	0	-7	0.9	-7
O=C(CCNC(=O)c1ccccc1Cl)Nc1ccc2c(c1)OCCO2	-1	/	107	-1	/	/	/	1	/	2
O=c1[nH]c2ccsc2c(=O)n1-c1ccc(F)c(Cl)c1	-1	-7	99	-4	5	11	3	7	-2.3	6
CC(C)NC(=O)c1cccc(C(F)(F)F)c1	-4	5	96	-1	-4	13	-1	1	-2.4	-6
COCCn1c(SCC(=O)NCc2ccccc2)nnc1-c1ccco1	0	-3	/	3	0	9	1	-1	-1.6	2
COc1ccc(CO[C@@H]2O[C@H](CO)[C@@H](O)[C@H](O)[C@H]2NC(C)=O)cc1OC	2	3	107	-4	1	20	-1	1	-4.6	7
COc1cc2c(cc1OC)CN(CC(=O)Nc1ccc(C)c(C)c1)CC2	-1	-2	101	6	-7	16	0	-3	-2.8	-9
Cc1ccc(C)c(S(=O)(=O)N2CCCC2CNC(=O)C(=O)NCc2cccs2)c1 (stereo not drawn)	-2	3	101	-1	-1	9	-1	1	-1.3	3
O=S(=O)(c1ccc(Oc2ccc(Cl)cc2)nc1)N1CCOCC1	-4	-10	101	10	0	5	-4	-5	-0.8	-5
CC(=O)CCC(=O)c1ccc2ccccc2c1	-1	8	85	1	-6	16	1	-3	-3.1	-6
C[C@@H](C(=O)Nc1ccc2ccccc2c1)[C@@H]1C[C@@]1(C)[C@@H](NC(=O)c1cnccn1)c1ccccc1	2	7	100	3	-6	6	-4	-1	-1.1	-15
O=C(OCc1ccc(Br)cc1F)c1cc2ccccc2oc1=O	-3	0	/	6	23	-10	0	4	1.3	-2
COc1cc(C=C2NC(=O)NC2=O)ccc1O	1	/	104	-2	/	/	/	1	/	3
CCOc1ccc(N2C(=O)CC(SCCN)C2=O)cc1 (stereo not drawn)	1	2	91	-2	3	13	1	1	-2.7	6

Screens deposited in PubChem BioAssay by several laboratories.

Hits appear at their usual frequency; any-hit rate near 2.4%.
